Y pestis TopoI = inhibitors of Yersinia pestis topoisomerase I | Y. pestis Topo-I cleavage product accumulation, plate reader | activity, % at 10 µM | hit rate 0.064% among 360,000; in the data active = activity above about 50%, passing the limit was not always enough; inconclusive = no clear call, values can overlap the other calls; also: inactives centre near 2
BoNT-A LC inh2 = blocks Botulinum neurotoxin A light chain protease | multiplex microsphere protease substrate cleavage, flow cytometry | inhibition, % at 10 µM | hit rate 0.17% among 360,000 | AID 588499; also: plate controls were buffer without enzyme for full effect and enzyme alone for no effect
TcdB GH inh = TcdB glycohydrolase inhibition | TcdB glycohydrolase enzymatic assay, plate reader | AID 652162 | inhibition, % at 9.99 µM | hit rate 0.24% among 350,000; in the data active = inhibition above about 10%
PfHsp40 yeast = rescue of PfHsp40-mediated yeast toxicity. S. cerevisiae expressing PfHsp40, growth rescue, ATP luminescence. growth rescue, % at 12.5 µM. hit rate 0.68% among 340,000. AID 504582; in the data active = growth rescue above about 28%, passing the limit was not always enough; inconclusive = no clear call, values can overlap the other calls;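 also: yeast W303a lacking pdr1 and pdr3 grown in galactose medium; growth measured after three days at 30 °C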
Anthrax LF inh2 = anthrax lethal factor protease inhibition; P15917; multiplex microsphere protease cleavage assay, LF; inhibition, % at 10 µM; hit rate 0.12% among 360,000; AID 588501; also: plate controls were buffer without enzyme for full effect and enzyme alone for no effect
DUSP3 inh = DUSP3 (human) phosphatase inhibition | P51452 | recombinant VHR phosphatase, pNPP absorbance | inhibition, % at 13.3 µM | hit rate 0.52% among 290,000 | AID 1654; in the data active = inhibition above about 50%; also: some compounds called inactive have numbers as strong as hits
CCHFV vOTU inh = CCHFV vOTU protease inhibition. hit rate 0.55% among 370,000. inhibition, % at 11.5 µM. Pep-AMC fluorescence; in the data active = inhibition above about 30%; also: 0% = vehicle wells with enzyme and 100% = no enzyme wells
BH1578 lux ind = inducers of Vibrio cholerae quorum light production without autoinducers | hit rate 0.16% among 350,000 | AID 588436 | activation, % at 18.7 µM | V. cholerae BH1578 lux reporter, luminescence, 6 h; in the data active = activation mostly above about 9.7%, no sharp cut-off; inconclusive = no clear call, values can overlap the other calls; inactive = mostly below about 3.7%; also: not every result past the cut was called active; inactives centre near 0; reference of the scale not given here
SARS 3CLpro inh = SARS-CoV 3CLpro protease inhibition. P0C6X7. recombinant SARS-CoV 3CLpro, quenched FRET peptide cleavage. inhibition, % at 6 µM. hit rate 0.14% among 290,000. AID 1706; in the data active = inhibition above about 12%
PriA SSB inh = K. pneumoniae PriA-SSBct interaction inhibition; AlphaScreen SSBct-PriA binding, biotinylated peptide; inhibition, % at 33 µM; hit rate 0.6% among 430,000; AID 1272365; in the data active = inhibition mostly above about 37%, no sharp cut-off; inactive = mostly below about 20%;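 also: plate controls were negative control peptide for no effect and reference peptide for full effect; strong numbers were not always called active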
Numbers without * were called inactive; i = inactive; ? = inconclusive; nt = no result given; & = joins results of further samples. Rule as the data show it, unless noted: active = inhibition above about 30%; inconclusive = no clear call, values can overlap the other calls; inactive = below that. Only part of the results is shown; rates above refer to the full screens.

SMILES	Y pestis TopoI	BoNT-A LC inh2	TcdB GH inh	PfHsp40 yeast	Anthrax LF inh2	DUSP3 inh	CCHFV vOTU inh	BH1578 lux ind	SARS 3CLpro inh	PriA SSB inh
CCN(Cc1nc(-c2cccc(Cl)c2)no1)CC1CCCO1 (stereo not given)	20	-1.7	-0.9	-0.1	-3	13	-4	-0.2	1	-22
O=C(CSCCO)Nc1nccs1	-3	-0.4	nt	-2.1	-2	28	11	-0.9	0	-8
Cc1ccc(C(=O)NC2CC(C)(C)NC(C)(C)C2)cc1S(=O)(=O)N1CCOCC1	0	0.6	1.7	-1.9	9	nt	-14	-0.5	nt	-8
O=C1NCCC/C1=N/Nc1ccc(F)cc1	nt	nt	0.2	nt	nt	-4	12	nt	4	nt
Cc1cc(=O)n2cn[nH]c2n1	0	0.3	0.5	1.4	-10	nt	-4	i	nt	2&1
S=c1[nH]c2ccccc2n1Cc1ccccc1	2	-3.4	0.7	0.4	-2	1	1	-0.3	3	-1
COc1ccc(CCc2nnc(CCC(=O)N(C)Cc3ccnc4ccccc34)o2)cc1	14	-0.2	nt	0.6	-2	-10	0	0.2	1	-4
CCOc1ccc(NC(=O)CSc2ccc3nnc(-c4cccnc4)n3n2)cc1	10	3.8	0.0	0.0	-1	14	13	-0.7	-2	-19&10
COc1ccc(CN2CCN(C(=O)C3CCC(CNS(=O)(=O)c4ccc(C)cc4)CC3)CC2)c(OC)c1OC (stereo not given)	12	-0.5	0.6	-0.2	-2	29	5	i	5	-6
COc1ccc(N(CC(=O)Nc2cccc(C(C)=O)c2)S(=O)(=O)c2ccc(NC(C)=O)cc2)cc1	-5	-5.1	-2.1	0.9	-4	39	7	-2.1	4	-5

Retrieved by structure from above:
SMILES	Y pestis TopoI	BoNT-A LC inh2	TcdB GH inh	PfHsp40 yeast	Anthrax LF inh2	DUSP3 inh	CCHFV vOTU inh	BH1578 lux ind	SARS 3CLpro inh	PriA SSB inh
S=c1[nH]c2ccccc2n1Cc1ccccc1	2	-3.4	0.7	0.4	-2	1	1	-0.3	3	-1
Cc1cc(=O)n2cn[nH]c2n1	0	0.3	0.5	1.4	-10	nt	-4	i	nt	2&1
CCOc1ccc(NC(=O)CSc2ccc3nnc(-c4cccnc4)n3n2)cc1	10	3.8	0.0	0.0	-1	14	13	-0.7	-2	-19&10
COc1ccc(CCc2nnc(CCC(=O)N(C)Cc3ccnc4ccccc34)o2)cc1	14	-0.2	nt	0.6	-2	-10	0	0.2	1	-4

(further entries)
SMILES	Y pestis TopoI	BoNT-A LC inh2	TcdB GH inh	PfHsp40 yeast	Anthrax LF inh2	DUSP3 inh	CCHFV vOTU inh	BH1578 lux ind	SARS 3CLpro inh	PriA SSB inh
Cc1nc2sc(C(c3ccco3)N3CCC(Cc4ccccc4)CC3)c(O)n2n1 (stereo not given)	28	-0.7	-0.6	-0.7	-5	1	2	-0.2	0	14
CCOc1ccccc1-n1c(SCC(=O)Nc2nccs2)nnc1-c1ccoc1C	4	0.0	1.2	-0.2	-2	39	9	i	5	7
Cc1cc(C(=O)COC(=O)C2=NNC(=O)CC2)c(C)n1-c1ccccc1	13	1.3	1.3	0.4	-9	21	-8	-0.2	1	6
CCC1(c2ccccc2)NC(=O)N(CC(=O)Nc2ccc(N3CCOCC3)cc2)C1=O (stereo not given)	-11	0.0	1.4	4.2	0	nt	5	i	nt	1
C/C=C(\C)CN1CCN(c2ccccc2F)CC1	8	0.3	nt	?	-2	3	1	i	1	-10
CCc1nc2ccc(C(=O)Nc3ccc4c(c3)OCC(=O)N4)cn2c1N(C)Cc1nccn1C	2	-0.3	-6.4	nt	-4	nt	14	i	nt	nt
CC(CC#CCN1CCOCC1)OCCC#N (stereo not given)	-4	-0.5	nt	-0.3	2	26	6	i	-5	-13
CCOC(=O)COc1cc(N2C(=O)CSCC2=O)c(Cl)cc1Cl	-3	-1.2	nt	-1.4	-4	4	18	-1.7	-6	-2
N=C1SCC(=O)N1c1ccc(Cl)cc1	-7	-0.6	2.9	-0.8	4	0	4	-0.6	-5	-9
COc1ccc(N2CCN(C(=O)C3(C)CC3(Cl)Cl)CC2)cc1 (stereo not given)	-8	1.0	nt	-0.5	0	-7	-3	2.2	1	-7

Grouped by structure: those above containing a furan ring, fused or not.
SMILES	Y pestis TopoI	BoNT-A LC inh2	TcdB GH inh	PfHsp40 yeast	Anthrax LF inh2	DUSP3 inh	CCHFV vOTU inh	BH1578 lux ind	SARS 3CLpro inh	PriA SSB inh
Cc1nc2sc(C(c3ccco3)N3CCC(Cc4ccccc4)CC3)c(O)n2n1 (stereo not given)	28	-0.7	-0.6	-0.7	-5	1	2	-0.2	0	14
CCOc1ccccc1-n1c(SCC(=O)Nc2nccs2)nnc1-c1ccoc1C	4	0.0	1.2	-0.2	-2	39	9	i	5	7

New compounds follow.
SMILES	Y pestis TopoI	BoNT-A LC inh2	TcdB GH inh	PfHsp40 yeast	Anthrax LF inh2	DUSP3 inh	CCHFV vOTU inh	BH1578 lux ind	SARS 3CLpro inh	PriA SSB inh
CCc1ccccc1NC(=O)NCc1ccc2c(c1)OCO2	7	-4.0	0.7	-1.3	-6	2	5	-0.2	4	-5
O=c1nc2n(c3ncccc13)CCCCC2	-3	-2.6	-0.7	-1.8	-3	44	-5	i	-5	-6
O=C(COc1cccc(-n2cnnn2)c1)NCCC1=CCCCC1	-4	1.8	nt	-0.2	5	22	1	-1.0	1	-4
O=C(COC(=O)CC1CCCC1)Nc1cccc(F)c1	7	0.4	0.2	1.4	-3	nt	-4	i	nt	-7
CC1CCN(CCOCCOc2ccccc2Br)CC1	-1	0.2	0.9	-0.2	-3	28	3	i	1	7
COc1ccc(Cc2c(O)[nH]c(=S)[nH]c2=O)cc1	0	-0.9	0.6	-1.5	-5	13	1	6.4	-2	-10
C=Cn1ccnc1P(O)(=S)c1nc(C)c(CCOC(C)=O)s1 (stereo not given)	-11	0.1	0.0	0.8	-4	0	5	i	4	-14
O=C1OC(c2ccccc2)(c2ccccc2)c2ccsc21	25	-0.2	-0.2	nt	-7	nt	4	i	nt	nt
CC(=O)c1cccc(N2C(=O)Nc3ccccc3N2O)c1	3	0.2	0.5	0.8	0	23	0	-6.7	1	-8
CCCc1cc(=O)[nH]c(SCC(=O)N2CCc3cc(OC)c(OC)cc3C2)n1	10	-0.8	0.3	-1.3	-5	nt	3	i	nt	4
O=C(COC(=O)/C=C/c1cccc(C(F)(F)F)c1)NCc1cccs1	0	2.1	0.4	-1.2	-4	nt	3	2.0	nt	-2
CC1(C)CC(=O)C/C(=N/NC(=O)C2CCN(S(=O)(=O)c3cccs3)CC2)C1	-1	-0.2	0.8	0.8	-2	3	-15	i	3	nt
O=S(=O)(NC1CCCC1)c1ccc(Br)s1	0	?	0.8	-0.6	3	-11	-12	-0.1	-3	6
COc1ccc(/C=C/C(=O)c2ccc[nH]2)cc1OC	-3	0.0	0.3	0.5	-1	14	1	i	3	-5
CC(C)c1nc(SCC(=O)Nc2cccc3ccccc23)n[nH]1	1	0.0	1.2	0.1	-5	nt	-8	-1.1	nt	-7
Cc1cc(Oc2ccccc2)nc(-c2ccccc2O)n1	0	0.6	nt	3.5	-2	15	1	-2.1	-4	-34
Cc1ccccc1SCC(=O)NCC(c1ccc(F)cc1)N1CCOCC1 (stereo not given)	6	0.1	0.4	-0.5	-6	nt	6	-2.6	nt	9
COc1ccccc1N(CC(=O)NCc1ccco1)S(=O)(=O)c1ccc(C)cc1	5	-4.5	-0.3	-1.3	-3	41	14	-0.5	2	-8
CCOC(=O)C1CCN(C(=O)Nc2ccc(OCc3ccccc3)cc2)CC1	6	-4.4	0.9	1.9	31*	23	-20	i	6	0
O=C(CSc1nc(C2CC2)nc2ccccc12)N1CCc2ccccc21	-1	-0.5	0.6	0.3	-7	nt	2	-0.5	nt	1
NNC(=O)CSCc1ccc(Cl)cc1Cl	-2	0.4	nt	-0.9	-2	-12	3	0.5	6	-5
O=S(=O)(c1ccc(Br)s1)N1CCN(c2ccccn2)CC1	20	-0.1	nt	3.1	4	0	7	-7.1	-1	-9
CCCCOP(=O)(c1ccc(N(C)C)cc1)C(O)c1ccc(OC)cc1 (stereo not given)	1	0.9	1.2	-1.1	-1	24	-6	-1.1	-5	-3
CCN(CC)C(=O)N1c2ccccc2CC(N(CC)CC)c2ccccc21 (stereo not given)	1	-0.6	nt	0.6	-1	10	5	-0.7	1	-9
NS(=O)(=O)c1cccc(NC(=O)CSc2nc3ccccc3c(=O)n2CCCN2CCOCC2)c1	2	-0.1	0.5	-0.2	6	-7	-10	-0.2	2	3
CC(C)(C)N(Cc1ccccc1)C(=O)COC(=O)c1ccc(N2CCCC2=O)cc1	13	0.1	1.9	-0.1	0	nt	11	i	nt	1
Cc1ccc(S(=O)(=O)N(C)C)cc1NC(=O)c1cc(S(=O)(=O)N2CCCCC2)ccc1N1CCOCC1	5	-1.6	1.9	-0.3	?	nt	-5	3.8	nt	6
CC(C)OCCCN1CC(=O)N2C(c3ccccc3)c3[nH]c4ccccc4c3C[C@H]2C1=O (stereo not given in full)	25	-2.6	1.5	-1.1	-7	17	-11	i	1	13
CC(C)NC(=O)CC(=O)N/N=C/c1c(F)cccc1Cl	8	-0.8	0.0	-0.1	-1	-17	-8	-0.4	-1	nt
Cc1oc(-c2cccc(F)c2)nc1CN1CCCCC1CCc1ccccn1 (stereo not given)	16	-1.3	1.2	-0.9	-1	-6	2	-0.3	-1	-8

The closing two compounds of the part before open the next one:
SMILES	Y pestis TopoI	BoNT-A LC inh2	TcdB GH inh	PfHsp40 yeast	Anthrax LF inh2	DUSP3 inh	CCHFV vOTU inh	BH1578 lux ind	SARS 3CLpro inh	PriA SSB inh
CC(C)NC(=O)CC(=O)N/N=C/c1c(F)cccc1Cl	8	-0.8	0.0	-0.1	-1	-17	-8	-0.4	-1	nt
Cc1oc(-c2cccc(F)c2)nc1CN1CCCCC1CCc1ccccn1 (stereo not given)	16	-1.3	1.2	-0.9	-1	-6	2	-0.3	-1	-8
CCOc1ccc(C(=O)NNC(=O)CN2C(=O)C3CC=CCC3C2=O)cc1OC (stereo not given)	2	0.9	0.1	0.4	-7	nt	11	i	nt	0
COCCOC(=O)c1[nH]c2c(c1C)C(=O)CC(c1cccs1)C2 (stereo not given)	2	-0.9	1.1	-0.3	1	12	-7	-0.4	-1	-4
CCN1CCC2(CC1)NC(CO)(CO)CO2	-1	0.1	nt	-0.3	0	-8	-14	i	0	-7
COc1ccc(N2CCN(c3cc(C)c4ccc(O)cc4n3)CC2)cc1	8	-0.2	-2.2	2.5	3	35	1	-0.1	10	28
CC(C)C[C@H](N)c1cn([C@@H](CCCCN)C(=O)N2CCNCC2)nn1	-5	0.1	0.6	0.2	-1	21	15	-0.3	-2	-3
Cc1cccnc1NC(=O)C1CCN(S(=O)(=O)c2ccc3ccccc3c2)CC1	2	-0.7	2.8	-1.7	1	nt	-8	i	nt	-12

Quoted from the listing:
For Anthrax LF inh2, CCN1CCC2(CC1)NC(CO)(CO)CO2 reads 0
For Y pestis TopoI, CCOc1ccc(C(=O)NNC(=O)CN2C(=O)C3CC=CCC3C2=O)cc1OC (stereo not given) reads 2
For Y pestis TopoI, Cc1cccnc1NC(=O)C1CCN(S(=O)(=O)c2ccc3ccccc3c2)CC1 reads 2

Compound activity: PubChem BioAssay, several laboratories
